# Screening results as filed in PubChem BioAssay.
# D2 antag = antagonizes the human D2 dopamine receptor. P14416. 340,000 tested, 2% active. inhibition, % at 10 µM. HEK293 TREx D2 cells, calcium flux, dopamine EC80; in the data active = inhibition above about 30%; note: 0% is about no effect
#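 In this primary screen, negative modulation is detected by tracking calcium flux after an EC80 dopamine challenge in inducible HEK293 T-REx D2 cells preexposed to test compound for 180 s.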
# IDH1 R132H inh = human IDH1 R132H inhibition | IDH1-R132H enzyme, NADPH consumption, diaphorase/resazurin fluorescence | Potency, µM (top dose mostly 76.6 µM), for inactives: at the highest dose activity change, negative = inhibition, most hits filed as inhibitors | 390,000 tested, 0.093% active | AID 602179; note: potency is the fitted concentration of half-maximal effect; % is set by controls: 0 for no effect and ±100 for the full control effect; nearly all actives have a fitted effect of over 65% in size
# Target sequence (O75874 whole entry R132H, stated change not applied): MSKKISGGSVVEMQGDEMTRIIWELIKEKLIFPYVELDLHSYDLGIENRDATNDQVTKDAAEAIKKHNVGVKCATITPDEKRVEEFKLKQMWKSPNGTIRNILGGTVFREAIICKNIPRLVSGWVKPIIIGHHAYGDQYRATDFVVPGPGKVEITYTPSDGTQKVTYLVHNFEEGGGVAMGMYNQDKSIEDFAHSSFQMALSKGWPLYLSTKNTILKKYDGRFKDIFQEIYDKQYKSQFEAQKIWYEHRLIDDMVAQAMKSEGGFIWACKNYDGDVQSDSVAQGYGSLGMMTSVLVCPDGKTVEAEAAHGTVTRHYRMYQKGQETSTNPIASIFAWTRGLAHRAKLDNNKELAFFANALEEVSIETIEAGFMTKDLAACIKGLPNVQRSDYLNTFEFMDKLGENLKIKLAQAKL
#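 IDH1-R132H (0.5 ug/mL) preincubated 30 min with compound, then NADPH (0.016 mM) and alpha-KG (2 mM) added; 80 min at RT, pH 7.5. Remaining NADPH coupled via diaphorase/resazurin to fluorescence (540/590 nm); concentration-response curves normalized to no-enzyme control.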
# D2 ag = agonists of human D2 dopamine receptor; activation, % at 2 µM; 340,000 tested, 0.53% active; HEK293 T-REx D2 cells, calcium flux agonist mode; AID 485358; P14416;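 active = activation over 3 SD above normal in the single-dose calcium agonist read, cut at about 30% in these data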; note: 0% is about no effect
#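 Calcium-flux readout, 1 cycle/sec over 180 s following compound pin transfer, in inducible HEK293 Trex D2 cells (force-coupled); dopamine controls included. Positive calcium responses during this window marked compounds as potential agonists.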
# TrxR1 inh = rat TrxR1 inhibition; recombinant rTrxR1, NADPH fluorescence consumption, selenite substrate; Potency, µM (highest dose often 114 µM), without a hit: top-dose activity change, negative = inhibition, most hits filed as inhibitors; 390,000 tested, 1% active; note: potency is the fitted concentration of half-maximal effect; % is set by controls: 0 for no effect and ±100 for the full control effect; nearly all actives have a fitted effect of over 65% in size
#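 Rat TrxR1 (90 nM in the dispensed reagent) was pre-reduced with 400 uM NADPH for 5 min at room temperature, then incubated with compound for 15 min. After 400 uM selenite was added, NADPH fluorescence (Ex 340/Em 450 nm) was followed for 8 min.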
# TRHR PAM = allosterically enhances the human TRH receptor. TRHR cells, fluo-8 calcium fluorescence, EC20 TRH enhancement. enhancement, % at 2 µM. 360,000 tested, 0.66% active; in the data active = enhancement above about 30%; note: 0% is about no effect
# Target sequence (P34981 whole entry, looked up): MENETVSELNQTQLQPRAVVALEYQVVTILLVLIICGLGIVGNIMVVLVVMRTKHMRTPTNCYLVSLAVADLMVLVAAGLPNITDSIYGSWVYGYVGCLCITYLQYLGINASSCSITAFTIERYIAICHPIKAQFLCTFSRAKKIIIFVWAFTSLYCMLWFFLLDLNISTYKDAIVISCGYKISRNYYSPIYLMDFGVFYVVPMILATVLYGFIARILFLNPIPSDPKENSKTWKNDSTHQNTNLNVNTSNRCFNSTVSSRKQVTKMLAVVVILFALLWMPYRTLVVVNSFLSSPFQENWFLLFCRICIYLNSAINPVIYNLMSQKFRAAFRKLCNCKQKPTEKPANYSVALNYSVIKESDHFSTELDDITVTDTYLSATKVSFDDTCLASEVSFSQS
#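 Enhancer read-out: after compound pinning and an initial kinetic agonist-mode read, an EC20 of TRH (10 nM final) was injected and fluo-8 calcium signal (Ex 480/Em 530) followed at 1 s/cycle for 100 cycles in TRHR-expressing cells.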
# TRHR ag = activates the human TRH receptor; TRHR cells, calcium flux fluo-8, FDSS agonist mode; P34981; 360,000 tested, 0.18% active; AID 493084; activation, % at 2 µM; in the data active = activation above about 30%; note: 0% is about no effect
#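 Read-out: compound-evoked intracellular calcium rise in TRHR cells, fluo-8 dye, kinetic FDSS fluorescence at 1 s/cycle following a 10-cycle baseline. Cells cultured overnight before dye loading (30 min–1.5 h, RT).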
# Pin1 inhibitor = blocks the human prolyl isomerase Pin1. Q13526. 390,000 tested, 0.009% active. Pin1 FP peptide displacement, HiFluor488, 10 min. Potency, µM (highest dose often 115 µM), for inactives: top-dose activity, negative = inhibition, usual class: inhibitors. AID 504891; active = well fitted inhibition curve with a large enough effect in the polarisation, with a control signal flat, not every such curve was filed as active; inconclusive = small, poorly fitted or top-dose-only effect, or effect the other way, or a change in a side signal; inactive = no such curve, though single readings can be large or run the other way; the % refers to the polarisation; note: potency is the fitted concentration of half-maximal effect; % is set by controls: 0 for no effect and ±100 for the full control effect
# Target sequence (Q13526 whole entry, looked up): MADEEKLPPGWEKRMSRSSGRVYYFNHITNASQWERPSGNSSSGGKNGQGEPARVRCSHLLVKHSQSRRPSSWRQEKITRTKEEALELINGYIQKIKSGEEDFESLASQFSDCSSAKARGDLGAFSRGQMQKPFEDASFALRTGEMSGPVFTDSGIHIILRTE
# TrxR1 substrate = is turned over as a substrate by rat TrxR1; purified TrxR1 substrate turnover, NADPH consumption readout; Potency, µM (top dose mostly 114 µM), for inactives: at the highest dose activity change, negative = substrate turnover; O89049; 390,000 tested, 0.01% active; note: potency is the fitted concentration of half-maximal effect; % is set by controls: 0 for no effect and ±100 for the full control effect; nearly all actives have a fitted effect of over 50% in size
#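 Rat TrxR1, dispensed at 90 nM, was prereduced with 400 uM NADPH (final) for 5 min at ~22 deg C, then incubated with compound 15 min before 400 uM selenite. A first-read NADPH fluorescence drop versus no-compound background flagged substrates.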
# USP1 inh = USP1/UAF1 (human) deubiquitinase inhibition | O94782 | recombinant USP1/UAF1, Ub-Rhodamine cleavage fluorescence | Potency, µM (series often up to 57.1 µM), inactives show at the highest dose activity change, negative = inhibition, actives largely listed as inhibitors | 390,000 tested, 0.23% active; note: potency is the fitted concentration of half-maximal effect; % is set by controls: 0 for no effect and ±100 for the full control effect; nearly all actives have a fitted effect of over 60% in size; inactives centre near -12
#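 1 nM enzyme complex + cpd, 15 min RT; start with Ub-Rho 150nM final; kinetic fluorescence ex 480/em 540, 6 reads q60 s. Buffer 50mM HEPES pH 7.8, 0.5mM EDTA, 0.1 mg/ml BSA, 1mM TCEP, 0.01% Tween-20.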
# An asterisk follows results filed as active; ? = inconclusive; . = no result given; & = joins results of further samples; [ ] = remark or other dose. Unless noted, calls come from the whole dose curve; as a rule, active = well fitted inhibition curve with a large enough effect; inconclusive = small, poorly fitted or top-dose-only effect; inactive = no such curve, though single readings can be large or run the other way. Some of the compounds tested (hit frequency here may not be typical).
# Short keys – A = D2 antag; B = IDH1 R132H inh; C = D2 ag; D = TrxR1 inh; E = TRHR PAM; F = TRHR ag; G = Pin1 inhibitor; H = TrxR1 substrate; I = USP1 inh
CCOC(=O)N1CCN(Cc2nc3c(c(=O)n(C)c(=O)n3C)n2Cc2ccccc2C)CC1
  A: -7.5; B: 5.2%; C: -0.6; D: 7.6%[57.1 µM]; E: 2.7; F: 0.3; G: -13.5%; H: 4.6%[57.1 µM]; I: -7.2%
COc1ccc(C2=[N+]([O-])C(C)(C)N(O)C2C)cc1 (stereo unspecified)
  A: -19.4; B: 1.4%; C: 0.1; D: 25.5%; E: 2.2; F: 0.6; G: -4.0%; H: 14.4%; I: -2.6%
Cn1c(SCC(=O)NC2CCCCC2)nnc1-c1cc2ccccc2o1
  A: 10.4; B: 7.1%; C: 0.2; D: 10.3%; E: -2.5; F: 1.6; G: 0.0%; H: 3.4%; I: -15.9%
COc1ccc(Cc2n[nH]c(=S)n(N)c2=O)cc1
  A: -3.6; B: 5.4%; C: 0.4; D: 8.2%[57.1 µM]; E: -1.9; F: -0.6; G: -2.2%; H: -1.5%[57.1 µM]; I: 0.1%
CC(C)NC(=O)CSc1nnc2sc3ccccc3n12
  A: 12.2; B: 1.3%; C: -1.4; D: -0.8%; E: 3.7; F: 0.0; G: -8.5%; H: -3.1%; I: -9.9%
Cc1ccc(C)c(C(=O)CN2C(=O)c3ccccc3C2=O)c1
  A: -13.5; B: -7.4%; C: -2.8; D: 26.9%; E: 0.0; F: -1.0; G: -1.9%; H: 6.9%; I: ?
CCn1c(SCC(=O)Nc2ccccc2F)nc2c(c1=O)SC(C)C2 (stereo unspecified)
  A: -11.7; B: -1.1%; C: -1.3; D: 9.3%[57.1 µM]; E: 0.6; F: 0.2; G: -9.5%; H: 7.4%[57.1 µM]; I: -24.8%
Cc1cc(C)cc(N2CN=C3SCC(=O)N3C2)c1
  A: -8.6; B: 1.3%; C: 0.1; D: ?; E: 5.7; F: -0.1; G: -1.2%; H: -5.7%; I: -13.1%
COC(=O)[C@H](CO)NS(=O)(=O)c1ccc(C)cc1
  A: .; B: -2.3%; C: .; D: 14.1%; E: .; F: .; G: -7.1%; H: 4.9%; I: -18.3%
O=C1CCc2cc(S(=O)(=O)NCCc3ccc(Cl)cc3)cc3c2N1CC3
  A: 3.3; B: 0.4%; C: 0.9; D: 24.0%; E: 2.3; F: -0.1; G: -8.6%; H: 10.9%; I: -6.2%
O=c1[nH]c(C2CCCN(S(=O)(=O)c3ccccc3)C2)nc2c1nnn2Cc1ccccc1Br (stereo unspecified)
  A: -5.1; B: 3.6%; C: -0.1; D: 28.5%&11.7%; E: -3.7&-3.2; F: -0.3&-1.4; G: 9.7%&59.1%; H: -3.2%&4.2%; I: ?
O=C(O)CC1(CC(=O)NCc2cc(F)cc3c2OCOC3)CCCCC1
  A: -6.7; B: 1.8%; C: 0.5; D: 3.2%[57.1 µM]; E: -1.5; F: 0.2; G: ?; H: 17.1%[57.1 µM]; I: -2.0%
CCCn1nc2cc(C(=O)NCc3ccccc3OC)ccc2c1OCC
  A: 11.9; B: 3.7%; C: 0.1; D: 0.6%; E: 0.9; F: -0.5; G: -1.6%; H: 63.4%[activator]; I: 6.7%
CC(C)Cc1ccc(C(C)C(N)=NCCc2ccccc2)cc1 (stereo unspecified)
  A: 26.9; B: 0.0%; C: 0.5; D: 5.5%; E: -6.2; F: 3.5; G: -0.6%; H: -2.0%; I: -21.6%
CCOc1ccc(CN2C(=O)c3ccccc3Sc3ccc(C(=O)NCc4ccc5c(c4)OCO5)cc32)cc1
  A: .; B: 12.9%; C: 0.5; D: 21.0%; E: -1.5; F: 1.8; G: ?; H: 9.9%; I: -13.9%
CCSc1nc(C(F)(F)F)cc(=O)n1-c1ccccc1
  A: -9.0; B: 1.2%; C: 0.0; D: -11.1%; E: 0.6; F: 0.7; G: 0.9%; H: -4.7%; I: -3.0%
CCOc1ccc(/C=N/NC(=O)C2CC2)c(OCC)c1
  A: 7.4; B: -8.7%; C: 0.1; D: 30.2%; E: -3.6; F: -0.8; G: -4.4%; H: 2.9%; I: -27.2%
O=S(=O)(NCC(c1ccccc1)N1CCC(O)CC1)c1ccc(Cl)cc1 (stereo unspecified)
  A: -4.5; B: -8.4%; C: 0.2; D: -5.3%[57.1 µM]; E: -3.6; F: 0.4; G: 2.0%; H: 3.2%[57.1 µM]; I: -16.5%
N#Cc1cccc(NC(=O)Cn2cnc(S(=O)(=O)N3CCOCC3)c2)c1
  A: -0.7; B: -4.0%; C: 1.6; D: 6.1%[57.1 µM]; E: -6.7; F: 0.3; G: -4.2%; H: 9.6%[57.1 µM]; I: -5.9%
CC(=O)Nc1ccc(Nc2nc(C(F)(F)F)nc3c2nnn3Cc2ccccc2Cl)cc1
  A: 17.9; B: -5.9%; C: 0.5; D: 20.9%; E: 4.8; F: 0.5; G: ?; H: 7.6%; I: -10.0%
CCCCN(C)C(=O)Cn1nc(-c2ccc(Cl)cc2)ccc1=O
  A: 16.4; B: 12.3%; C: 0.1; D: 14.7%; E: -7.2; F: -1.1; G: 2.8%; H: -0.2%; I: -7.2%
CCN(CC)CCC(=O)NN
  A: -9.7; B: -9.2%; C: 2.3; D: 8.6%; E: -7.1; F: 0.6; G: -5.4%; H: 7.3%[57.1 µM]; I: -12.5%
O=C(CC(c1ccccc1)c1ccccc1O)NCc1ccccc1 (stereo unspecified)
  A: 13.3; B: -0.6%; C: -0.8; D: 9.4%; E: 3.0; F: 0.9; G: -8.6%; H: 0.4%; I: -17.2%
O=C(Nc1cnn(Cc2c(Cl)cccc2Cl)c1)C(c1ccccc1)c1ccccc1
  A: 15.7; B: 1.6%; C: 0.5; D: 20.1%[57.1 µM]; E: 8.9; F: 0.5; G: 9.5%; H: 10.3%[57.1 µM]; I: -17.8%
CNC(=O)c1c(Cl)cnn1-c1ccc(F)cc1
  A: -5.9; B: -13.3%; C: 1.1; D: 7.6%; E: 1.5; F: -3.0; G: 8.7%; H: 1.1%; I: -23.8%
COc1cc(S(=O)(=O)N2CCOCC2)ccc1NC(=O)CN1c2cccc3cccc(c23)S1(=O)=O
  A: 4.2; B: -8.5%; C: 0.0; D: 7.4%[57.1 µM]; E: -1.8; F: -0.1; G: -3.0%; H: 7.9%[57.1 µM]; I: -12.7%
O=C(O)CN1C(=O)c2cccc(Oc3ccc(Cl)cc3)c2C1=O
  A: 1.6; B: 6.8%; C: -0.2; D: 5.6%; E: 0.5; F: 0.3; G: 8.1%; H: -6.9%; I: -9.5%
CCOC(=O)c1cnc2c(CC)cccc2c1NCCN1CCOCC1
  A: -2.0; B: 13.5%; C: 0.7; D: 10.0%; E: 7.9; F: 0.5; G: 7.1%; H: -8.0%; I: -8.5%
COc1ccc(-c2nn(Cc3ccccc3)cc2C(=O)N2CCN(c3ccccn3)CC2)cc1OC
  A: 23.4; B: 1.7%; C: -1.2; D: 10.5%; E: -8.3; F: -0.3; G: 1.3%; H: 10.4%; I: -5.6%
CC[C@]12c3[nH]c4cc(-c5ccco5)ccc4c3CCN1C(=O)[C@@H](CC(=O)NCCCOC)C[C@@H]2C(=O)N1CCN(C(=O)c2ccco2)CC1
  A: .; B: -5.6%; C: .; D: ?; E: .; F: .; G: 25.1%; H: 14.7%; I: ?
COC1CCN(C(=O)c2ccc3oc(Cc4ccc(Cl)cc4)nc3c2)CC1
  A: 0.5; B: 5.0%; C: -0.2; D: 14.6%; E: 1.9; F: 0.0; G: -0.6%; H: -6.8%; I: -15.0%
NC(=O)/C(=C/c1ccco1)C(N)=S
  A: -6.0; B: 0.4%; C: -0.1; D: ?; E: -2.3; F: 0.8; G: -23.3%; H: 9.1%[57.1 µM]; I: -6.9%
COc1cccc(CNC(=O)CSc2n[nH]c(-c3ccccc3Cl)n2)c1
  A: .; B: 5.4%; C: 0.8; D: -0.6%[57.1 µM]; E: 1.0; F: 0.2; G: -0.2%; H: -5.8%[57.1 µM]; I: 6.1%
Cc1nnc2n1N=C(c1ccc3c(c1)NC(=O)CO3)CS2
  A: -18.1; B: 8.2%; C: 0.4; D: 3.1%; E: -7.6; F: -0.2; G: -3.8%; H: 6.5%; I: -9.2%
COc1ccc(S(=O)(=O)N2CCC(C(=O)NCCc3c[nH]c4ccccc34)CC2)cc1
  A: -3.5; B: -4.9%; C: -0.1; D: 2.1%; E: -2.5; F: -0.3; G: 2.5%; H: -3.8%; I: -9.9%
CCN(c1ccccc1)S(=O)(=O)c1ccc(C(=O)Nc2cccc(NC(C)=O)c2)cc1
  A: .; B: 0.0%; C: .; D: 9.5%; E: .; F: .; G: 3.0%; H: -4.5%; I: -22.0%
COCCn1nnnc1C1(N(Cc2cc3cc(C)ccc3[nH]c2=O)CC2CCCO2)CCN(C)CC1 (stereo unspecified)
  A: -25.0; B: 1.9%; C: 0.9; D: 1.7%; E: -4.2; F: 0.4; G: 1.8%; H: 5.8%; I: -1.7%
CCc1ccc(CN2CCCC(C(=O)Nc3ccc(-c4cscn4)cc3)C2)o1 (stereo unspecified)
  A: .; B: -1.1%; C: .; D: -0.2%; E: 0.8; F: -0.6; G: 1.1%; H: 0.2%; I: -14.1%

# Whole records, looked up by structure. Order of screens: D2 antag | IDH1 R132H inh | D2 ag | TrxR1 inh | TRHR PAM | TRHR ag | Pin1 inhibitor | TrxR1 substrate | USP1 inh
# CCc1ccc(CN2CCCC(C(=O)Nc3ccc(-c4cscn4)cc3)C2)o1 (stereo unspecified) is listed with . | -1.1% | . | -0.2% | 0.8 | -0.6 | 1.1% | 0.2% | -14.1%
# COC1CCN(C(=O)c2ccc3oc(Cc4ccc(Cl)cc4)nc3c2)CC1 is listed with 0.5 | 5.0% | -0.2 | 14.6% | 1.9 | 0.0 | -0.6% | -6.8% | -15.0%
# CCN(c1ccccc1)S(=O)(=O)c1ccc(C(=O)Nc2cccc(NC(C)=O)c2)cc1 is listed with . | 0.0% | . | 9.5% | . | . | 3.0% | -4.5% | -22.0%
